# EP2 antag: EP2 receptor (human) inhibition; P43116; C6 glioma cells expressing human EP2, cAMP TR-FRET; cells stimulated with saturating PGE2; inhibition, % at 25 µM; hit rate 0.52% among 260,000;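 active = percent inhibition above 40 after rounding to a whole number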;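 also: rat C6 glioma host cells with rolipram phosphodiesterase inhibitor present; the protocol text gives 20 µM as final concentration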
# Target sequence (P43116 whole entry, looked up): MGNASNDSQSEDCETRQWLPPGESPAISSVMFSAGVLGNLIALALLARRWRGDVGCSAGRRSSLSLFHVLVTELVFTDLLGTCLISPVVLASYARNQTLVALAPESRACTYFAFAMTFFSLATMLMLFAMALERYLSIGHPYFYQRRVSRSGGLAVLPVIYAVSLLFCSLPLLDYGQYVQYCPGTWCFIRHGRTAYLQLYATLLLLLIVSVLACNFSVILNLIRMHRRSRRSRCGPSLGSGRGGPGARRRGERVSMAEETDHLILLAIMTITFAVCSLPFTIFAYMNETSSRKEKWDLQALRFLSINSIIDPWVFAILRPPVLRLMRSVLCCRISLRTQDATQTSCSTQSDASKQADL
# FXIa inh: factor XIa (human) inhibition. purified FXIa, Boc-Glu-Ala-Arg-AMC fluorogenic substrate. hit rate 0.14% among 220,000. inhibition, % at 5 µM. P03951. AID 798;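 active = inhibition of at least 40%; inactive = inhibition below 40%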;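 also: fluorescence of freed AMC excited at 355 nm; 0% = enzyme without compound and 100% = no enzyme blank; many of its hits are not listed in these tables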
# Target sequence (P03951 19-387 limits assumed): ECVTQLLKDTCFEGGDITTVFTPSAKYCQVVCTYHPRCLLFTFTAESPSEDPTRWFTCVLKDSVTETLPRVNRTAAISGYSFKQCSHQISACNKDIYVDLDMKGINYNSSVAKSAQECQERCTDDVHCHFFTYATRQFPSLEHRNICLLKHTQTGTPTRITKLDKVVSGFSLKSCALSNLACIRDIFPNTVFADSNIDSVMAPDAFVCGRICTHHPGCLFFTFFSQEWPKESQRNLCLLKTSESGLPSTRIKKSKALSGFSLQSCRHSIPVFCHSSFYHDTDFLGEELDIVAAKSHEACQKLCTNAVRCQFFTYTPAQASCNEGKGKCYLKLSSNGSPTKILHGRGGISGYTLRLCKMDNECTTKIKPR
# Target sequence (P03951 388-625 limits assumed): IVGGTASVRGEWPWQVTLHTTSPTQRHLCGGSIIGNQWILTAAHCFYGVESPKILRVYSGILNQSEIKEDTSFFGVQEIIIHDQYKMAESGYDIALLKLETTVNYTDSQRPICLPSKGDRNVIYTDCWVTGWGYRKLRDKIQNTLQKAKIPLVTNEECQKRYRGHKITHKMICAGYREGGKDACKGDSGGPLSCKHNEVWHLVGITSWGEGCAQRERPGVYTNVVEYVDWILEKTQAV
# L929 necroptosis: L929 zVAD cell death inhibition. L929 zVAD necroptosis rescue, ATP luminescence, 24 h; with zVAD 60 µM. viability rescue, % at 10 µM. hit rate 0.38% among 220,000. AID 1377;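 active = activation, scaled between plate controls, above about 75%, limit read from the data; inactive = activation under that limit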;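 also: 0% = zVAD with DMSO and 100% = DMSO alone without zVAD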
# TNF necrop inh: blocks TNF-alpha induced death of Jurkat FADD-/- cells; Jurkat FADD-/- TNF necroptosis rescue, ATP luminescence, 24 h; 0 = TNF only, 100 = no-TNF cells; activation (protection from cell death), % at 10 µM; hit rate 0.068% among 220,000;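 active = activation, meaning protection from cell death, of at least 50% relative to plate controls; inactive = activation below 50%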;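 also: necroptosis triggered by 40 ng/mL TNF-alpha added together with compound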
# Wee1 stabilizer: blocks degradation of human Wee1 kinase; P30291; HeLa Luc-Wee1K328M stability, luciferase luminescence; 100% = proteasome inhibitor MG132 effect; reporter increase, % at 5 µM; hit rate 1.2% among 220,000; AID 1321;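 active = activation above the mean of all tested compounds plus 3 SD, set per screening run, cut at about 8.8% in these data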;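 also: cells exposed to compound for 20 h before luminescence read; 0% = DMSO alone and 100% = MG132 at 30 µM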
# FXIIa inh: factor XIIa (human) inhibition | inhibition, % at 5 µM | hit rate 0.3% among 220,000 | purified FXIIa, Boc-QGR-AMC fluorogenic substrate, 2 h; in the data active = inhibition above about 40%;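 also: 0% = enzyme with no compound and 100% = blank without enzyme; many of its hits are not listed in these tables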
# CHOP inh: blocks CHOP induction under ER stress; CHO-K1 CHOP-promoter luciferase, tunicamycin-induced, 15-18 h; hit rate 3.8% among 220,000; inhibition, % at 10 µM; AID 2732;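 active = compounds that reduced the stress-induced luciferase reporter signal by more than about 70% of percent inhibition, limit read from the data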;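 also: 0% = tunicamycin plus vehicle and 100% = wells without tunicamycin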
# PPC-1+TRAIL kill: kills PPC-1 cancer cells in the presence of TRAIL; PPC-1 cells + TRAIL, ATPLite viability luminescence; cell killing (% activity), % at 4 µM; hit rate 0.41% among 220,000; AID 1443;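 active = cell killing above 50% in the first pass at 4 µM, then a duplicate retest at 5 µM averaging 50% or more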;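 also: plate controls were cells with TRAIL plus DMSO for no effect and medium-only wells lacking cells for full effect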
# Tb hexokinase: T. brucei hexokinase 1 inhibition; recombinant TbHK1, G6PDH-coupled NADH A340; inhibition, % at 10 µM; hit rate 0.11% among 220,000; AID 1430;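 active = inhibition of 50% or more in the single-dose primary screen; inactive = inhibition below 50%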
# * hit, by the source's call; · = not tested or not shown. Some of the compounds tested. The share of hits here may be higher or lower than overall.
no.	SMILES	EP2 antag	FXIa inh	L929 necroptosis	TNF necrop inh	Wee1 stabilizer	FXIIa inh	CHOP inh	PPC-1+TRAIL kill	Tb hexokinase
1	CC(=O)Nc1cccc(-n2nnc(SCC(N)=O)n2)c1	6	2	0.0	2.9	1	11	-11	8	-5
2	Cc1cc(C(F)(F)F)n2nc(-c3cnn(C)c3C(F)(F)F)c(Cl)c2n1	10	-6	-0.2	-4.3	-2	9	25	-5	-8
3	Cn1c(NC(=O)c2cc(-c3ccc4c(c3)OCO4)nc3ccccc23)cc(=O)n(C)c1=O	·	2	-0.2	-9.0	1	6	-1	41	-18
4	CCOP(=O)(c1ccc(N(C)C)cc1)C(O)c1cccnc1 (stereo unspecified)	4	-11	-0.2	-0.8	1	-3	1	2	-6
5	COc1ccnc(Oc2ccc(F)cc2)c1C(=O)N/C=N/OCc1ccc(F)cc1Cl	-4	4	0.8	-3.2	3	4	37	0	1
6	O=C(c1ccco1)N1CCN(C(=O)c2cc3sccc3n2Cc2ccccc2)CC1	8	3	-0.2	-7.9	-2	15	48	25	3
7	Fc1ccc(CN2CCSCC2)cc1Br	10	7	25	6.9	-1	16	20	20	-2
8	CCC1CC(CSC(=N)N)OC1=O (stereo unspecified)	7	-4	22	2.0	-2	-3	-1	0	-10
9	O=c1c2cc3ccccc3n2cnn1Cc1ccccc1F	9	0	0.4	-8.4	0	13	·	16	-2
10	CN(CC(=O)O)c1ccc(S(=O)(=O)N2CCOCC2)cc1[N+](=O)[O-]	7	2	5.1	0.9	-4	10	1	4	1
11	CCCn1nc(C(=O)Nc2nc3ccccc3[nH]2)c2ccccc2c1=O	9	13	0.1	2.0	-2	17	-32	5	32
12	COc1ccc([N+](=O)[O-])cc1NC(=O)c1cncc(Br)c1	10	-1	3.9	1.1	0	4	29	14	-4
13	COC(=O)c1c(C)oc(C)c1S(=O)(=O)NC(c1ccccc1)c1ccccc1	3	0	-0.2	-0.4	-1	9	17	8	-14
14	CC(=O)Oc1ccccc1C1OC(=O)c2ccccc2N1C(C)=O (stereo unspecified)	7	0	-0.3	-3.5	-2	4	35	1	-1
15	O=C(NCc1ccco1)c1ccc(Cl)c(S(=O)(=O)Nc2ccccc2)c1	1	3	-0.9	-0.4	-2	12	29	8	-4
16	CN(C)CCCNC(=S)N1CCn2c(nc3ccccc32)C1	6	-9	1.0	2.0	0	-5	30	6	20
17	CCOc1cc(C(=O)NCc2ccncc2)cc(OCC)c1OCC	6	-1	0.2	1.8	-2	13	11	27	0
18	Nc1nc(COc2ccccc2C=O)nc(Nc2ccccc2)n1	5	-4	1.5	-7.7	3	7	10	4	3
19	CC(=O)SC(C[N+](=O)[O-])c1cn(C(C)=O)c2ccccc12 (stereo unspecified)	81*	-4	0.7	14	2	3	106*	14	-6
20	CC(=O)c1cn(C)c(=O)n(C)c1=O	9	3	0.5	1.9	1	11	-9	22	-2

# Rewritten with one line to a screen: part of the list above
[12] COc1ccc([N+](=O)[O-])cc1NC(=O)c1cncc(Br)c1
[13] COC(=O)c1c(C)oc(C)c1S(=O)(=O)NC(c1ccccc1)c1ccccc1
[14] CC(=O)Oc1ccccc1C1OC(=O)c2ccccc2N1C(C)=O (stereo unspecified)
[15] O=C(NCc1ccco1)c1ccc(Cl)c(S(=O)(=O)Nc2ccccc2)c1
[16] CN(C)CCCNC(=S)N1CCn2c(nc3ccccc32)C1

entry no. | 12 | 13 | 14 | 15 | 16
EP2 antag | 10 | 3 | 7 | 1 | 6
FXIa inh | -1 | 0 | 0 | 3 | -9
L929 necroptosis | 3.9 | -0.2 | -0.3 | -0.9 | 1.0
TNF necrop inh | 1.1 | -0.4 | -3.5 | -0.4 | 2.0
Wee1 stabilizer | 0 | -1 | -2 | -2 | 0
FXIIa inh | 4 | 9 | 4 | 12 | -5
CHOP inh | 29 | 17 | 35 | 29 | 30
PPC-1+TRAIL kill | 14 | 8 | 1 | 8 | 6
Tb hexokinase | -4 | -14 | -1 | -4 | 20

# Other results follow:
no.	SMILES	EP2 antag	FXIa inh	L929 necroptosis	TNF necrop inh	Wee1 stabilizer	FXIIa inh	CHOP inh	PPC-1+TRAIL kill	Tb hexokinase
21	CCOc1ccccc1C1C(C(=O)Nc2ccccc2OC)=C(C)Nc2nc(CCCO)nn21 (stereo unspecified)	17	-2	-0.2	-0.6	·	7	14	9	-9
22	Cc1ccc(N/C(N)=N/c2nc(CSc3nnc(N)s3)cc(=O)[nH]2)cc1	7	1	0.5	2.0	-3	6	6	4	-9
23	CC(NCc1ccccc1)C1COc2ccccc2O1 (stereo unspecified)	0	-9	-1.0	1.1	0	-2	25	-15	1
24	O=C(O)CCn1cc(/C=C/C(=O)c2ccc(Cl)cc2)c(-c2ccc(Br)cc2)n1	13	5	6.3	-0.8	-1	10	64	11	-11
25	Nc1nonc1C(=O)NCCNc1ncccc1[N+](=O)[O-]	5	-4	4.1	2.1	0	4	-23	13	-2
26	CCOc1ccc(N2C(=O)CC(SC(=NC)Nc3cccc(OC)c3)C2=O)cc1 (stereo unspecified)	7	-3	1.1	-0.7	2	9	35	·	-4
27	CCCCNC(=O)CSc1nc(O)cc(=O)n1C1CCCC1	4	3	1.1	-0.2	1	10	-15	-3	2
28	COc1ccc(-c2nc(-c3ccc(Br)o3)no2)cc1OC	10	18	0.8	0.9	-1	16	45	18	2
29	Cc1cc(N2CCN(C)CC2)nc2ccc(NC(=S)NCc3cccs3)cc12	3	-2	14	-1.3	5	9	1	-10	-8
30	Cc1cc(N2CCOCC2)c2c(N)cc(C)c(C)c2n1	12	-6	-0.4	3.5	-1	-11	-3	-6	-22
31	Cc1ccc(OCC(=O)Nc2ccc(N3CCN(C(=O)c4ccco4)CC3)cc2)cc1C	12	-6	4.5	2.1	-3	1	11	16	-9
32	Cc1cccc(NC(=O)c2cnc3scc(C)n3c2=O)c1	11	4	0.8	-2.4	2	5	17	·	-37
33	CCCSc1nc2c(cnn2-c2ccccc2)c(=O)[nH]1	8	3	7.2	1.3	-2	14	80*	19	2
34	Cc1oc(C)c(C(=O)Nc2ccc(CC(=O)O)cc2)c1C(=O)Nc1ccc(CC(=O)O)cc1	17	-6	2.2	-1.1	1	0	17	-17	8
35	Cc1cc(SCC(=O)c2ccccc2)nc(C)n1	5	1	0.3	-2.2	0	10	6	32	-7
36	CCCOc1ccc(Br)cc1/C=N/NC(=O)c1cc(OC)c(OC)c(OC)c1	8	-4	0.0	1.9	-3	6	23	29	-6
37	O=C(NCCCn1ccnc1)C(Cc1ccc([N+](=O)[O-])cc1)N1C(=O)c2ccccc2C1=O (stereo unspecified)	14	9	0.1	0.1	6	18	-2	-7	1
38	C/C(Cl)=C/Cn1c(=O)c2c(nc(Br)n2Cc2ccccc2)n(C)c1=O	5	-12	0.4	0.7	0	7	55	2	58*
39	Cc1cc(C(F)(F)F)nn1-c1nc(-c2ccco2)cc(C(F)(F)F)n1	7	-2	0.5	-0.5	0	13	31	42	3
40	CCOc1ccc(CN2CCN(Cc3ccc(C)o3)CC2CCO)cc1 (stereo unspecified)	5	-3	-0.6	0.5	-3	12	12	29	-4
41	CCc1sc(N(C(=O)Cc2ccccc2)c2ccccc2F)nc1-c1ccc(C)cc1	7	4	0.9	-0.3	-1	14	10	25	-2
42	Fc1ccc(CNC(=S)NC2CCCCC2)cc1	4	3	0.0	-1.5	-2	12	3	14	3
43	N/C(=N\c1nc2c(c(=O)[nH]1)CCC2)Nc1cccc2ccccc12	7	1	0.0	-11	-4	10	52	15	2
44	Cc1ccccc1Nc1nccc(N(C)C)c1C#N	5	-3	-1.3	0.2	-2	6	15	5	-3
45	Cc1ccc(/C(O)=C2\C(=O)C(=O)N(c3cc(C)on3)C2c2cccc(Cl)c2)cc1 (stereo unspecified)	21	11	0.1	-0.4	0	25	14	1	31
46	O=C(O)CCCNc1ccc([N+](=O)[O-])c(NCCCC(=O)O)n1	7	-5	0.9	-0.2	-1	9	-6	24	-10
47	CN1CCC(NC(=O)Nc2ccc(Br)cc2)CC1	11	0	0.1	9.0	-4	3	8	-14	-1
48	Cc1cc(C)c(NN=c2c(=O)c3ccccc3c2=O)c(C)c1	·	4	0.0	-3.3	0	13	-10	1	-8
49	CC(C)(C)n1[nH]c2c3c(ccc2c1=O)C(=O)c1ccccc1C3=O	12	-1	2.3	-7.9	1	14	55	35	-9
50	CC(=O)Nc1ccc(CC#N)cc1	4	-4	-0.1	0.8	-2	10	18	-14	1
51	COC(=O)C1=C(C)N=c2s/c(=C3\C(=O)Nc4ccccc43)c(=O)n2C1c1ccccc1 (stereo unspecified)	·	2	0.4	-2.5	0	12	79*	0	-24
52	Cn1c(=O)[nH]c(=O)c2c1nc(N1CCOCC1)n2CC(O)COc1ccccc1 (stereo unspecified)	10	6	0.3	-0.9	3	9	5	24	2
53	Cc1ccc(CN2C(=O)CCC2C(=O)NCC2CCCO2)cc1 (stereo unspecified)	3	-4	0.8	-1.2	-3	1	27	7	-1
54	CSc1ncc(CO)n1Cc1ccccc1	1	1	0.3	-0.4	2	8	-6	22	6
55	O=c1c(Cc2ccc(Cl)cc2)c(O)ccn1Cc1cccc(Cl)c1	14	5	1.6	0.2	4	18	39	16	1
56	CC(C)C1N=C(c2ccc3c(c2)OCO3)CC(c2ccccc2O)N1 (stereo unspecified)	8	8	5.3	1.4	9.4*	16	-21	2	-26
57	O=C(NCCCN1CCOCC1)C1(c2ccccc2)CCCC1	8	5	-0.6	-0.6	-1	7	13	-11	2
58	CC(NC(=O)C(C)(C)C)C(c1cccs1)N1CCN(Cc2ccccc2)CC1 (stereo unspecified)	4	-4	-0.6	3.1	-3	4	-21	2	-5
59	O=C(CSc1nnnn1-c1cccc2ccccc12)NC(C(=O)O)(c1ccccc1)c1ccccc1	6	0	0.7	-0.7	-2	9	18	10	0
60	Cc1onc(-c2ccccc2)c1C(=O)OCC(=O)c1ccccc1	15	9	1.8	1.4	-2	10	66	-20	1

# Only L929 necroptosis, PPC-1+TRAIL kill and TNF necrop inh, for some of the entries so far:
cpd | mol | L929 necroptosis | PPC-1+TRAIL kill | TNF necrop inh
50 | CC(=O)Nc1ccc(CC#N)cc1 | -0.1 | -14 | 0.8
51 | COC(=O)C1=C(C)N=c2s/c(=C3\C(=O)Nc4ccccc43)c(=O)n2C1c1ccccc1 (stereo unspecified) | 0.4 | 0 | -2.5
52 | Cn1c(=O)[nH]c(=O)c2c1nc(N1CCOCC1)n2CC(O)COc1ccccc1 (stereo unspecified) | 0.3 | 24 | -0.9
53 | Cc1ccc(CN2C(=O)CCC2C(=O)NCC2CCCO2)cc1 (stereo unspecified) | 0.8 | 7 | -1.2

# High-throughput results as filed in PubChem.
